Screens (PubChem)
TDP1 inh: TDP1 (human) enzyme inhibition; Q9NUW8; recombinant TDP1, AlphaScreen DNA substrate cleavage; Potency, µM (doses to about 130 µM), without a hit: top-dose activity change, negative = inhibition, actives largely listed as inhibitors; 350,000 compounds, 0.28% hits; note: nearly all actives have a fitted effect of over 40% in size
Target sequence (Q9NUW8 whole entry, looked up): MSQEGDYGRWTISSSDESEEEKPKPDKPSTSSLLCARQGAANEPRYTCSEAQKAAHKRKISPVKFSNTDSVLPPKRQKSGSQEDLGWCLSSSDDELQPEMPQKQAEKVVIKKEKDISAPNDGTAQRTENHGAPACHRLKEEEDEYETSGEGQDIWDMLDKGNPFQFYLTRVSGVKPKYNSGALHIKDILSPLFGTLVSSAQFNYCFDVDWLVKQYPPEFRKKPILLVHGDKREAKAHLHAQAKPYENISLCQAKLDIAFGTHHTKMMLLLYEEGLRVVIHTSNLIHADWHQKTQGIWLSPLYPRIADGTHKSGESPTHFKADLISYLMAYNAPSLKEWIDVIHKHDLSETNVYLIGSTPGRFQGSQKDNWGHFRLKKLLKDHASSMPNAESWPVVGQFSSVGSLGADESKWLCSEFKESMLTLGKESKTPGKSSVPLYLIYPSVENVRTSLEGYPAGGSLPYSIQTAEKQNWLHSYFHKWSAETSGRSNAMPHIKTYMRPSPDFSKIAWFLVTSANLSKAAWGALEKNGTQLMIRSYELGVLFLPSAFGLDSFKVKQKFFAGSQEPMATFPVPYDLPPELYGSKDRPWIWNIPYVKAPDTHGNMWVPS
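Recombinant human Tdp1 (E. coli-expressed, 1 nM final) preincubated with compounds 15 min at room temperature, then 5'-biotin/3'-phosphotyrosine-FITC DNA substrate (15 nM final) added for 5 min. AlphaScreen beads (10 ug/ml final) added 10 min; cleavage lowers signal.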
DT40 TDP1 no CPT: qHTS for Inhibitors of human tyrosyl-DNA phosphodiesterase 1 (TDP1): qHTS in cells in absence of CPT; DT40 Tdp1-/- hTDP1 cells, no CPT, ATP luminescence, 48 h; 420,000 compounds, 15% hits; Potency, µM (top dose mostly 46.2 µM), inactives show at the highest dose activity change, negative = growth inhibition, actives largely listed as inhibitors; note: nearly all actives have a fitted effect of over 55% in size
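Chicken DT40 Tdp1-/- cells stably complemented with human TDP1 were seeded at 400 cells/well with DMSO in place of 20 nM camptothecin. After compound pinning, cells grew at least 48 hr at 37 °C; viability read by CellTiter-Glo luminescence.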
N370S GC mod: inhibits or activates N370S mutant glucocerebrosidase; 330,000 compounds, 0.092% hits; N370S GC spleen homogenate, 4MU-glucoside fluorescence; Potency, µM (series often up to 59.4 µM), inactives show at the highest dose activity change, negative = inhibition, actives largely listed as inhibitors; AID 2101;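 note: 0% = full enzyme activity and -100% = no enzyme basal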
* = called active by the depositor; [ ] = remark or other dose. Calls come from the whole dose curve; as a rule, active = well fitted curve in the direction sought with a large enough effect; inconclusive = small, poorly fitted or top-dose-only effect, or another doubt; inactive = no such curve, though single readings can be large; an effect the other way counts as inactive or inconclusive. Unless noted, % is set by controls: 0 for no effect and ±100 for the full control effect; potency is the fitted concentration of half-maximal effect.

The first 9 entries, ahead of the listing:
Results for Cn1ncc2cc(NC(=S)NC(=O)c3ccccc3)ccc21 ?
TDP1 inh: 5%; DT40 TDP1 no CPT: inconclusive; N370S GC mod: 8%

Results for O=c1oc(-c2ccccc2Cl)nc2ccsc12 ?
TDP1 inh: -2%; DT40 TDP1 no CPT: 15µM*; N370S GC mod: 0%

What do the screens show for `CCOC(=O)CN1C(=O)C2Cc3ccccc3CN2C1=S` (stereo not given)?
TDP1 inh: -6%; DT40 TDP1 no CPT: -19%; N370S GC mod: 6%

What do the screens show for `CCCNC(=O)N1c2ccccc2Sc2ccccc21`?
TDP1 inh: 5%; DT40 TDP1 no CPT: inconclusive; N370S GC mod: -3%

Results for CCOC(=O)CC(C#N)c1cn(C)c2ccccc12 (stereo not given) ?
TDP1 inh: -2%; DT40 TDP1 no CPT: -14%; N370S GC mod: 7%

Results for CC1CCN(c2csc3ccc(F)cc3c2=O)CC1 ?
TDP1 inh: 9%; DT40 TDP1 no CPT: inconclusive

What do the screens show for `CC(=O)N1CCN(S(=O)(=O)c2cccc(C(=O)Nc3nc4ccccc4[nH]3)c2)CC1`?
TDP1 inh: -4%; DT40 TDP1 no CPT: 5%; N370S GC mod: -3%

Results for O=C(NCc1ccc(Cl)cc1)c1ccc2c(=O)n(CC3CCCO3)c(=S)[nH]c2c1 (stereo not given) ?
TDP1 inh: -1%; DT40 TDP1 no CPT: inconclusive; N370S GC mod: 1%

Results for Cc1ccc(S(=O)(=O)Nc2ccc3cn[nH]c3c2)c(C)c1 ?
TDP1 inh: -2%; DT40 TDP1 no CPT: -19%

The whole of this part (from the top)
Results for Cn1ncc2cc(NC(=S)NC(=O)c3ccccc3)ccc21 ?
TDP1 inh: 5%; DT40 TDP1 no CPT: inconclusive; N370S GC mod: 8%

Results for O=c1oc(-c2ccccc2Cl)nc2ccsc12 ?
TDP1 inh: -2%; DT40 TDP1 no CPT: 15µM*; N370S GC mod: 0%

What do the screens show for `CCOC(=O)CN1C(=O)C2Cc3ccccc3CN2C1=S` (stereo not given)?
TDP1 inh: -6%; DT40 TDP1 no CPT: -19%; N370S GC mod: 6%

What do the screens show for `CCCNC(=O)N1c2ccccc2Sc2ccccc21`?
TDP1 inh: 5%; DT40 TDP1 no CPT: inconclusive; N370S GC mod: -3%

Results for CCOC(=O)CC(C#N)c1cn(C)c2ccccc12 (stereo not given) ?
TDP1 inh: -2%; DT40 TDP1 no CPT: -14%; N370S GC mod: 7%

Results for CC1CCN(c2csc3ccc(F)cc3c2=O)CC1 ?
TDP1 inh: 9%; DT40 TDP1 no CPT: inconclusive

What do the screens show for `CC(=O)N1CCN(S(=O)(=O)c2cccc(C(=O)Nc3nc4ccccc4[nH]3)c2)CC1`?
TDP1 inh: -4%; DT40 TDP1 no CPT: 5%; N370S GC mod: -3%

Results for O=C(NCc1ccc(Cl)cc1)c1ccc2c(=O)n(CC3CCCO3)c(=S)[nH]c2c1 (stereo not given) ?
TDP1 inh: -1%; DT40 TDP1 no CPT: inconclusive; N370S GC mod: 1%

Results for Cc1ccc(S(=O)(=O)Nc2ccc3cn[nH]c3c2)c(C)c1 ?
TDP1 inh: -2%; DT40 TDP1 no CPT: -19%

Results for CCc1nc2ccc(C(=O)NCCCN3CCN(c4ccc(F)cc4)CC3)cc2nc1CC ?
DT40 TDP1 no CPT: inconclusive; N370S GC mod: -6%

What do the screens show for `COC(=O)c1ccccc1NC(=O)Cn1c(CCC(=O)O)ccc1-c1ccc(C)cc1`?
TDP1 inh: 5%; DT40 TDP1 no CPT: inconclusive

Results for Cc1ccc(C(C(=O)NC2CCCC2)N(Cc2ccc(F)cc2)C(=O)c2snc(C(N)=O)c2N)o1 (stereo not given) ?
DT40 TDP1 no CPT: inconclusive; N370S GC mod: 13%

Results for CCOc1ccc(CCNC(=O)c2ccc(S(=O)(=O)N3CCCC3)cc2)cc1OCC ?
DT40 TDP1 no CPT: inconclusive; N370S GC mod: -27%

What do the screens show for `Cn1c2c(c(=O)n(C)c1=O)C(NS(=O)(=O)c1ccc(Cl)cc1)(C(F)(F)F)C(=O)N2` (stereo not given)?
TDP1 inh: 1%; DT40 TDP1 no CPT: -1%; N370S GC mod: -1%

Results for Cc1nc(C)n(CC(=O)N2CCCC(C(=O)c3ccc(Cl)cc3C)C2)n1 (stereo not given) ?
DT40 TDP1 no CPT: 18µM*; N370S GC mod: 10%

Results for Cc1cc2c3c([nH]c2cc1S(=O)(=O)N1CCC2(CC1)OCCO2)CCCC3=O ?
TDP1 inh: -4%; DT40 TDP1 no CPT: inconclusive; N370S GC mod: -1%

What do the screens show for `COc1ccc(S(=O)(=O)CCC(=O)NCc2ccc(C)o2)cc1`?
DT40 TDP1 no CPT: -17%; N370S GC mod: -25%

How did CCOC(=O)c1c(NC(=O)CSc2nnc(CNc3ccc(F)cc3)o2)sc(C(C)=O)c1C do in these assays?
TDP1 inh: 6%; DT40 TDP1 no CPT: inconclusive; N370S GC mod: -3%

How did CC[C@]12c3[nH]c4cc(-c5ccco5)ccc4c3CCN1C(=O)[C@@H](CC(=O)NC/C=C(\C)CCC=C(C)C)C[C@@H]2C(=O)N1CCN(C(=O)c2ccco2)CC1 do in these assays?
TDP1 inh: 4%[56.1 µM]; DT40 TDP1 no CPT: 21µM*

What do the screens show for `CCc1ccc(CN2C(=O)CCC2(C)C(=O)NC2CCCC2)cc1` (stereo not given)?
TDP1 inh: 5%; DT40 TDP1 no CPT: inconclusive; N370S GC mod: 11%

Results for CC(C)=CCN1CCN(Cc2ccc(Sc3nncn3C)o2)CC1CCO (stereo not given) ?
DT40 TDP1 no CPT: 4%; N370S GC mod: 7%

Results for CCN1CCc2c(sc(NC(=O)c3ccc(S(=O)(=O)N4CC(C)OC(C)C4)cc3)c2C(N)=O)C1 (stereo not given) ?
TDP1 inh: 2%; DT40 TDP1 no CPT: -5%; N370S GC mod: -5%

How did O=C1CCCN2N=C(SCC(=O)Nc3cccc(C(F)(F)F)c3)SC2=N1 do in these assays?
TDP1 inh: 8%[0.0935 µM]; DT40 TDP1 no CPT: 5.2µM*; N370S GC mod: 6%

How did CCCCOC(=O)c1ccc(Nc2ncnc3nc[nH]c23)cc1 do in these assays?
TDP1 inh: 5%; DT40 TDP1 no CPT: -13%; N370S GC mod: 4%

How did Cc1ccccc1CN(C)C(=O)c1ccc2ccccc2n1 do in these assays?
TDP1 inh: 0%; DT40 TDP1 no CPT: inconclusive; N370S GC mod: 0%

Results for COc1ccc(NC(=S)Nc2ccccc2SC)c(OC)c1 ?
TDP1 inh: -3%; DT40 TDP1 no CPT: inconclusive; N370S GC mod: -4%

Results for Cc1c(Cl)c([N+](=O)[O-])nn1CCCC(=O)N1CCN(c2ccccc2)CC1 ?
TDP1 inh: 2%; DT40 TDP1 no CPT: -16%; N370S GC mod: 0%

What do the screens show for `O=C(CN1CCN(S(=O)(=O)N2CCCCC2)CC1)Nc1ccc(Cl)c(Cl)c1`?
DT40 TDP1 no CPT: 23µM*; N370S GC mod: -1%

How did O=C(CCOc1ccccc1)N(Cc1cccnc1)c1nc2ccc(Cl)cc2s1 do in these assays?
TDP1 inh: 5%; DT40 TDP1 no CPT: inconclusive

How did Cc1ccc(CCNC(=O)NC(C)(C)C)cc1 do in these assays?
TDP1 inh: 4%; DT40 TDP1 no CPT: -14%; N370S GC mod: 1%

How did O=C(Nc1c(C(=O)N2CCN(c3ccc(F)cc3)CC2)oc2ccccc12)c1c(F)cccc1F do in these assays?
TDP1 inh: 7%; DT40 TDP1 no CPT: inconclusive

Results for CCOc1ccc2[nH]c(=O)c(CN(Cc3ccccc3OC)C(=O)c3ccccc3)cc2c1 ?
TDP1 inh: 7%; DT40 TDP1 no CPT: 3.3µM*; N370S GC mod: 3%

Results for CCCNC(=O)c1cnc2c(-c3ccc(OCC)c(OCC)c3)c(C)nn2c1-c1ccccc1 ?
TDP1 inh: 7%; DT40 TDP1 no CPT: inconclusive

How did CCC(C)(C)n1nnnc1CN(Cc1cc2cc(OC)c(OC)cc2[nH]c1=O)C1CCCC1 do in these assays?
TDP1 inh: 4%; DT40 TDP1 no CPT: inconclusive; N370S GC mod: 9%

Results for COc1ccc(CNC(=O)COC(=O)/C=C/c2cccc(Br)c2)cc1OC ?
TDP1 inh: 0%; DT40 TDP1 no CPT: -12%; N370S GC mod: 1%

How did Cc1ccc(-n2c(CNc3cccc(Cl)c3)n[nH]c2=S)cc1 do in these assays?
TDP1 inh: 5%; DT40 TDP1 no CPT: -6%; N370S GC mod: 2%

What do the screens show for `O=C(COC(=O)CN1C(=O)NC2(CCCC2)C1=O)Nc1c(Cl)cccc1C(F)(F)F`?
TDP1 inh: 0%; DT40 TDP1 no CPT: 14%; N370S GC mod: -1%

Results for COc1ccc(CCNC(=O)CCS(=O)(=O)c2ccc3c(c2)NC(=O)C(C)S3)cc1OC (stereo not given) ?
TDP1 inh: -3%; DT40 TDP1 no CPT: -19%; N370S GC mod: -14%

How did CC1Cc2ccccc2N1C(=O)CN1CCN(Cc2ccccc2)CC1 (stereo not given) do in these assays?
DT40 TDP1 no CPT: 16%; N370S GC mod: -4%

How did Cc1cc(CNC(=O)COC(=O)Cn2[nH]c(=O)c3ccccc3c2=O)cc(C)c1O do in these assays?
TDP1 inh: 1%; DT40 TDP1 no CPT: 2%; N370S GC mod: -1%

What do the screens show for `NC(=O)C1(N2CCCCC2)CCN(c2ccc3nnc(-c4ccccc4)n3n2)CC1`?
TDP1 inh: 4%; DT40 TDP1 no CPT: inconclusive; N370S GC mod: -13%

Results for CCOC(=O)c1ccccc1NC(=O)COc1coc(CN2CCc3ccccc32)cc1=O ?
TDP1 inh: 2%; DT40 TDP1 no CPT: inconclusive; N370S GC mod: -13%

How did O=C(CSc1nnc(-c2ccncc2)n1Cc1ccco1)OC1CCCCC1 do in these assays?
TDP1 inh: 2%; DT40 TDP1 no CPT: -20%; N370S GC mod: 0%

How did CN1CCN(C(=S)c2cn(Cc3ccc(Br)cc3)c3ccccc23)CC1 do in these assays?
TDP1 inh: 10%; DT40 TDP1 no CPT: inconclusive; N370S GC mod: inconclusive

What do the screens show for `COC(=O)c1cc(NC(=O)c2ccc3c(c2)NC(=O)c2ccccc2S3)cc(C(=O)OC)c1`?
DT40 TDP1 no CPT: 6.5µM*; N370S GC mod: -4%

Results for O=C(Nc1nnc(SCc2ccc(Cl)cc2)s1)C1CCCO1 (stereo not given) ?
TDP1 inh: -2%; DT40 TDP1 no CPT: -28%; N370S GC mod: 10%

How did Cc1cc(C)nc(N2CCC(C(=O)NCc3ccccc3)CC2)n1 do in these assays?
TDP1 inh: -3%; DT40 TDP1 no CPT: 1%; N370S GC mod: 5%

Results for Cc1cccc(N2CCN(C(=O)CC(NC(=O)c3ccccc3Cl)c3ccccc3)CC2)c1C (stereo not given) ?
TDP1 inh: 3%; DT40 TDP1 no CPT: inconclusive; N370S GC mod: 7%

Results for COc1ccc(/C=C/C(=O)N2CCN(c3ccccn3)CC2)cc1OC ?
TDP1 inh: 3%; DT40 TDP1 no CPT: inconclusive; N370S GC mod: -1%

What do the screens show for `Cc1cc(C(=O)CN2C(=O)C(=O)N(Cc3ccccc3)C2=O)c(C)n1Cc1ccc(F)cc1`?
TDP1 inh: 3%; DT40 TDP1 no CPT: -2%

What do the screens show for `COCCNC(=O)CSc1c2c(nc3ccc(Cl)cc13)CCCC2`?
TDP1 inh: 0%; DT40 TDP1 no CPT: inconclusive; N370S GC mod: 5%

What do the screens show for `Cc1oc(C(C)(C)C)cc1C(=O)Nc1ccc(C(=O)O)cc1`?
TDP1 inh: 2%; DT40 TDP1 no CPT: -21%; N370S GC mod: -3%

What do the screens show for `O=C1C[C@H](NC(=O)OCc2ccccc2)CO1`?
TDP1 inh: 0%; DT40 TDP1 no CPT: 1%

How did Clc1ccc(-c2noc(CCCc3ccccc3)n2)cc1 do in these assays?
TDP1 inh: -7%; DT40 TDP1 no CPT: 0%; N370S GC mod: 6%

What do the screens show for `Cc1ccc(C)c(OCCn2nnc3ccccc32)c1`?
TDP1 inh: -2%; DT40 TDP1 no CPT: inconclusive; N370S GC mod: -3%

What do the screens show for `O=C(c1cccc(Cl)c1Cl)N(Cc1ccco1)Cc1cccs1`?
TDP1 inh: 1%; DT40 TDP1 no CPT: 11µM*

How did COc1ccc(N(CC(=O)N/N=C/c2ccc(-c3ccc([N+](=O)[O-])cc3)o2)S(=O)(=O)c2ccc(C)cc2)cc1 do in these assays?
TDP1 inh: -3%; DT40 TDP1 no CPT: inconclusive; N370S GC mod: 4%

What do the screens show for `O=C(NC1CCCCCC1)c1ccc(CS(=O)Cc2cccc(Cl)c2)o1` (stereo not given)?
TDP1 inh: 2%; DT40 TDP1 no CPT: inconclusive; N370S GC mod: inconclusive

The list is partial. The share of hits here may be higher or lower than overall.
